NTR1 ag: NTR1-driven beta-arrestin-GFP spot formation – imaging, U2OS cells, high content, primary screen (AID 493036); agonist mode; activation, % at 20 µM; actives 0.17% (n = 330,000);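 active means activation at or above 40% of the spot to cytoplasm intensity ratio, with at least 20 cells analyzed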;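 further: 0% = DMSO without peptide and 100% = 100 nM NTR1 peptide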
Target sequence (P30989 whole entry, looked up): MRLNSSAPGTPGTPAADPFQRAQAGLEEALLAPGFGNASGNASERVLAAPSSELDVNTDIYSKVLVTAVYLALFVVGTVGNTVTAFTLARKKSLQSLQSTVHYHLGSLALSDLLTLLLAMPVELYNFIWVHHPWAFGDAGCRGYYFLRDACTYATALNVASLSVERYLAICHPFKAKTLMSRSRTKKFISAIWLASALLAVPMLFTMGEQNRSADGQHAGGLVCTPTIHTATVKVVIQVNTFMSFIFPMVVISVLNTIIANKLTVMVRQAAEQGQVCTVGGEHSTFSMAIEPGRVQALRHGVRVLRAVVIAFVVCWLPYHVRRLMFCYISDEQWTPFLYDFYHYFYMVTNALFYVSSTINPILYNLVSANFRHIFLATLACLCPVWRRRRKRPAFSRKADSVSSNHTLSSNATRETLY
AID2073: disruptors of CaV2.2 binding to Mint1 – biochemical, HTRF (AID 2073); inhibition, % at 20 µM, or IC50 in µM where a hit was titrated; HTRF protein-protein interaction, Mint1-CaV2.2; higher % means a stronger effect; actives 0.19% (n = 290,000); in the data active means inhibition mostly above about 51%, no sharp cut-off; further: some results filed as inactive read as strong as hits
Large T inhibition: TAg ATPase/helicase activity blockers – biochemical (AID 1903). SV40 large T antigen ATPase/helicase inhibition assay; higher % means a stronger effect. inhibition, % at 20 µM; hits with a dose series show IC50 in µM. actives 0.39% (n = 310,000); in the data active means a potency from the dose series; further: strong numbers were not always called active
Siah-1 displacement: blockers of Siah-1 interaction with plectin peptide – biochemical, fluorescence polarization, rhodamine-plectin, uHTS, primary screen (AID 1817) | actives 0.02% (n = 290,000) | Siah-1 / rhodamine-plectin peptide fluorescence polarization; higher % means a stronger effect | displacement, % at 20 µM; hits with a dose series show IC50 in µM;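 active means displacement of at least 50% at 20 µM, with a fluorescence ratio check between 0.3 and a set limit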;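 further: plate controls were Siah plus tracer with DMSO for no effect and tracer alone without Siah for full effect; strong numbers were not always called active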
West Nile antiviral: inhibition of WNV-induced cytopathic effect – cell-based, CPE readout (AID 1621) | West Nile virus-infected cells, CPE inhibition; higher % means a stronger effect | one-dose CPE inhibition, % at 10 µM; IC50 in µM for titrated hits | actives 0.02% (n = 290,000); in the data active means a potency from the dose series; further: strong numbers were not always called active
NTR1 ag cell count 20 µM: recorded beside NTR1 ag, whose call it bears; cell count; measured here: cell count, cytotoxicity flag
* marks the source's active call; other numbers are inactive results; x = not tested or not shown. Not all compounds are listed (hit frequency here may not be typical).

SMILES	NTR1 ag	AID2073	Large T inhibition	Siah-1 displacement	West Nile antiviral	others
CC(C)c1cc(C(C)C)c(S(=O)(=O)N2c3ccccc3[C@]3(Br)C[C@H]4C(=O)N[C@@H](Cc5ccccc5)C(=O)N4[C@H]23)c(C(C)C)c1	x	x	x	x	40µM*
Cn1c(=O)c(C(=O)Nc2cnccn2)c(O)c2ccccc21	x	-1%	x	2%	x
CCOc1cc(-c2ccc3c(c2)OCO3)cc(=O)c2c(C)oc(C)c12	x	7%	x	-6%	x
c1csc(-c2nn3c(-c4ccncc4)nnc3s2)c1	x	-10%	x	3%	x
CCN1CCN(c2ncnc3c2oc2nc(C(C)C)c4c(c23)CCC4)CC1	x	-5%	x	2%	x
Cc1ccccc1NC(=O)c1c(O)c2cccc3c2n(c1=O)CCC3	x	6%	x	2%	x
O=C(O)CCc1cc(I)c(Oc2ccc(O)c(I)c2)c(I)c1	x	14%	x	13%	x
Clc1ccc2nc(NC3=NCN(CCN4CCOCC4)CN3)nc(-c3ccccc3)c2c1	x	7%	x	-3%	x
Cn1c(=O)c2c(SCC(=O)NCC3CCCO3)nc(-c3cccs3)nc2n(C)c1=O (stereo unspecified)	x	5%	x	4%	x
Cc1cccc2cc(CN(Cc3ccco3)C(=O)N3CCCC3)c(=O)[nH]c12	x	3%	x	6%	x
c1ccc(N(c2ccccc2)c2nc(N3CCOCC3)nc(N3CCOCC3)n2)cc1	x	10%	x	-1%	x
CCn1cc(C(=O)NCc2ccc3c(c2)OCO3)c(=O)c2ccc(C)nc21	x	-7%	x	4%	x
Cc1ccc(OCc2nn3c(-c4n[nH]c5c4CCC5)nnc3s2)cc1	x	7%	x	-7%	x
CCCn1c(SCC(=O)Nc2sc(C)c(C)c2C(=O)OC)nc2c1c(=O)n(C)c(=O)n2C	x	-4%	x	5%	x
COc1ccc(-c2[nH]ncc2CN(Cc2nccn2C)C(C)C)cc1F	x	0%	x	-2%	x
COc1cc(C2c3c(oc4ccc(C)cc4c3=O)C(=O)N2c2cc(C)ccn2)cc(OC)c1OC (stereo unspecified)	x	4%	x	-2%	x
CO[C@H]1C[C@@H]2CC[C@@H](C)[C@@](O)(O2)C(=O)C(=O)N2CCCC[C@H]2C(=O)O[C@H]([C@H](C)C[C@@H]2CC[C@@H](O)[C@H](OC)C2)CC(=O)[C@H](C)C=C(C)[C@@H](O)[C@@H](OC)C(=O)[C@H](C)C[C@H](C)C=CC=CC=C1C	x	12%	x	0%	x
Cc1ccc(S(=O)(=O)NCCC(=O)N2CCCCC2)cc1	x	2%	x	0%	x
CCCn1c(=O)c(C(=O)Nc2cnccn2)c(O)c2ccccc21	x	9%	x	-1%	x
COc1ccc(-c2nnc3sc(-c4ccc(Br)o4)nn23)cc1OC	x	8%	x	-3%	x
CCc1cc2c(=O)c(-c3cscn3)coc2cc1OC	x	-14%	x	5%	x
Cc1ccc(S(=O)(=O)c2cc3c(=O)n4cccc(C)c4nc3n(Cc3ccco3)c2=N)cc1C	x	18%	x	14%	x
CCOc1ccc2nc(NC3=NCN(Cc4ccco4)CN3)nc(C)c2c1	x	1%	x	2%	x
Cc1cc2nc(NC3=NCN(CCN4CCOCC4)CN3)nc(C)c2cc1C	x	28%	x	-6%	x
COCCN1CN=C(Nc2nc(C)c3ccc(C)cc3n2)NC1	x	6%	x	-2%	x
Cc1ccc(C)c2[nH]c(=O)c(CCNC(=O)C(C)C)cc12	x	-8%	x	-2%	x
CCCn1c(=NC(=O)c2ccc3c(c2)OCO3)c(C#N)cc2c(=O)n3cccc(C)c3nc21	x	13%	x	3%	x
O=c1c2c3nc4ccccc4nc3n(-c3cccc(F)c3)c2ncn1Cc1ccc2c(c1)OCO2	x	1%	x	10%	x
CC1CCc2c(sc3ncnc(SCC(=O)N4CCN(C(=O)c5ccco5)CC4)c23)C1 (stereo unspecified)	x	-2%	x	1%	x
Cc1ccc2c(C)nc(NC3=NCN(CCc4ccccc4)CN3)nc2c1	x	-5%	x	4%	x
Cc1nc(SCc2nnc(-c3ccc(Cl)cc3)o2)c2c3c(sc2n1)CCC3	x	-2%	x	2%	x
Cn1c(=O)c2c(nc(SCC(=O)N3CCc4ccccc43)n2Cc2ccccc2)n(C)c1=O	x	-2%	x	1%	x
CC12CN3CC(C)(CN(C1)C31C(=O)N(Cc3ccccc3)c3ccccc31)C2=O (stereo unspecified)	x	14%	x	1%	x
Cc1cccn2c(=O)c(C=Nc3c(C)n(C)n(-c4ccccc4)c3=O)c(N3CCCC3)nc12	x	4%	x	-6%	x
COc1cc(-c2nc(-c3ccc(-c4ccccc4)nc3OC)no2)cc(OC)c1OC	x	4%	x	2%	x
CCN(CC)CCCN1C(=O)C(O)=C(C(=O)c2ccco2)C1c1cc(OC)ccc1OC (stereo unspecified)	x	2%	x	-2%	x
Cc1sc2nc3n(c(=O)c2c1C)Cc1ccccc1-3	x	9%	x	1%	x
c1cncc(-c2nc(Oc3ccc(-c4nnco4)cc3)c3c4c(sc3n2)CCCC4)c1	x	2%	x	4%	x
Cc1ccn2cc(-c3ccc(S(=O)(=O)N4CCOCC4)cc3)nc2c1	x	6%	x	-4%	x
CN(C)CCCN1C(=O)C(=O)/C(=C(/O)c2ccc(OCc3ccccc3)cc2)C1c1cccnc1 (stereo unspecified)	x	5%	x	7%	x
CSC1=C(C#N)C(c2ccccc2Cl)C2=C(CCCC2=O)N1 (stereo unspecified)	x	9%	x	0%	x
CCOC(=O)c1cc2c(=O)n3cc(C)ccc3nc2n(Cc2cccnc2)c1=N	x	1%	x	-4%	x
Cc1ccc2cc(CN(Cc3cccs3)Cc3nnnn3C(C)(C)C)c3nnnn3c2c1	x	-1%	x	6%	x
OC(CNC1CCCCC1)CN1CCN(CC(O)CNC2CCCCC2)CC1 (stereo unspecified)	x	-1%	x	3%	x
COc1ccc(CSc2nnc3n(C)c(=O)c4c5c(sc4n23)CCCC5)cc1	x	-5%	x	-2%	x
CCc1nc(N2CCN(c3nc(C)cc(C)n3)CC2)c2oc3ccccc3c2n1	x	11%	x	3%	x
Cc1ccc(CN2C(=O)/C(=C3\SC(N4CCOCC4)=NC3=O)c3cc(Br)ccc32)cc1	x	13%	x	1%	x
CCOc1cc(NC(=O)C2CC2)c(OCC)cc1NC(=O)c1cccnc1	x	12%	x	1%	x
Cn1c(O)c(C=Nc2ccc(Cc3ccncc3)cc2)c(=O)n(C)c1=O	x	14%	x	-6%	x
Cc1ccc(-n2nc(C)c(C3C(C#N)=C(N)OC4=C3C(=O)CC(C)(C)C4)c2Cl)cc1 (stereo unspecified)	x	2%	x	4%	x
COc1ccc(C(CC(=O)N2CCN(c3ccccc3)CC2)c2c(OC)cc(OC)c3c(-c4ccccc4)cc(=O)oc23)cc1 (stereo unspecified)	x	25%	x	31%	-0.5%
CCc1ccc(Nc2n[n+](C)c(-c3ccc(C(=O)O)cc3)s2)cc1	x	-8%	x	39%	0.1%
COc1ccc([C@H]2C(C#N)=C([S-])N[C@](C)(O)[C@@H]2[n+]2ccccc2)cc1	x	-3%	x	0%	-0.3%
COc1ccc(N=Nc2n(C)c3ccccc3[n+]2C)cc1	x	-14%	x	0%	-0.3%
COC(=O)/C(=C/c1cn(C(C)=O)c2ccccc12)[N+](=O)[O-]	x	1%	x	-6%	0.1%
CCCNc1ncnc2c1cnn2-c1ccc(OC)cc1	x	18%	-2%	-8%	x
CCCCC(CC)Cn1c2nc3ccccc3nc2c2c(=N)oc(C)nc21 (stereo unspecified)	x	20%	17%	4%	x
O=C1NC(=S)N/C1=C/c1ccc(-c2c(Br)cc([N+](=O)[O-])cc2Br)o1	x	44%	5%	4%	x
CCOC(=O)c1cn(-c2ccc(F)c(F)c2)c2c(F)c(F)c(F)c(F)c2c1=O	x	-4%	13%	2%	x
CCCn1nnnc1SCC(=O)NNC(=O)C1CCCCC1	x	3%	-4%	-1%	x
Next section:
SMILES	NTR1 ag	AID2073	Large T inhibition	Siah-1 displacement	West Nile antiviral	others
N#Cc1c(-c2ccccc2)cc(-c2ccco2)c(C#N)c1N	x	54%*	36%	8%	x
COc1ccccc1NC(=O)C1=C(C)NC(SCC(=O)c2ccc(C)cc2)=C(C#N)C1c1ccco1 (stereo unspecified)	x	6%	0%	1%	x
CC1=CC(C)(C)N(C(=O)C(C)N2C(=O)c3ccccc3C2=O)c2c(C)cc(C)cc21 (stereo unspecified)	x	-4%	1%	2%	x
CCOCCCNC(=O)c1cn(C)c2ccc(S(=O)(=O)N(C)C3CCCCC3)cc2c1=O	x	-1%	16%	-2%	x
CCc1ccc(NC(=O)c2ccc3ncsc3c2)cc1	x	-3%	10%	8%	x
Cc1nn(-c2ccccn2)c2c1C(c1ccccn1)C1=C(CCCC1=O)N2 (stereo unspecified)	x	17%	10%	-4%	x
CCN(C(=O)CSc1nc(C)nc2sc3c(c12)CCC3)C1CCS(=O)(=O)C1 (stereo unspecified)	4.6	x	x	x	x	NTR1 ag cell count 20 µM=60
COc1ccc(OC)c(C=NNC(=O)c2ccc(NS(=O)(=O)c3cccs3)cc2)c1	6.9	x	x	x	x	NTR1 ag cell count 20 µM=64
COc1ccc2c(c1)OC[C@H]1[C@H]2N2C(=O)CNC(=O)[C@@]2(C)[C@H]1c1ccccc1	-0.7	x	x	x	x	NTR1 ag cell count 20 µM=48
O=C(Cc1ccccc1F)Nc1cc(S(=O)(=O)N2CCOCC2)ccc1N1CCCC1	1.9	x	x	x	x	NTR1 ag cell count 20 µM=59
O=C(CCNC(=O)c1ccco1)Nc1nc(-c2ccccc2)cs1	0.3	x	x	x	x	NTR1 ag cell count 20 µM=56
CCC[C@H]1NC(=O)[C@H](C)N(C)C(=O)C(C)(C)C(=O)C(C)NC(=O)[C@H](Cc2ccc(OC)cc2)N(C)C(=O)[C@H](C(C)C)N(C)C(=O)CNC(=O)[C@H](CC(C)C)N(C)C(=O)CNC(=O)[C@H]([C@@H](C)CC)OC(=O)[C@H]1C (stereo partly specified)	1.4	x	x	x	x	NTR1 ag cell count 20 µM=54
CNC[C@@H]1Oc2ccc(NC(=O)Nc3cccc4ccccc34)cc2C(=O)N([C@@H](C)CO)C[C@@H]1C	19	x	x	x	x	NTR1 ag cell count 20 µM=61
O=C(Nc1ccccc1)Nc1ccc(Nc2ccccc2)cc1	-0.1	x	26%	x	x	NTR1 ag cell count 20 µM=53
NN=C(c1cccc([N+](=O)[O-])c1)c1cccc([N+](=O)[O-])c1	0.4	x	10%	x	x	NTR1 ag cell count 20 µM=44

An excerpt from above in order of number of heavy atoms, ascending:
SMILES	NTR1 ag	AID2073	Large T inhibition	Siah-1 displacement	West Nile antiviral	others
Cc1nn(-c2ccccn2)c2c1C(c1ccccn1)C1=C(CCCC1=O)N2 (stereo unspecified)	x	17%	10%	-4%	x
CC1=CC(C)(C)N(C(=O)C(C)N2C(=O)c3ccccc3C2=O)c2c(C)cc(C)cc21 (stereo unspecified)	x	-4%	1%	2%	x
O=C(Cc1ccccc1F)Nc1cc(S(=O)(=O)N2CCOCC2)ccc1N1CCCC1	1.9	x	x	x	x	NTR1 ag cell count 20 µM=59

In the list so far, 13 have a halogen:
SMILES	NTR1 ag	AID2073	Large T inhibition	Siah-1 displacement	West Nile antiviral	others
CC(C)c1cc(C(C)C)c(S(=O)(=O)N2c3ccccc3[C@]3(Br)C[C@H]4C(=O)N[C@@H](Cc5ccccc5)C(=O)N4[C@H]23)c(C(C)C)c1	x	x	x	x	40µM*
O=C(O)CCc1cc(I)c(Oc2ccc(O)c(I)c2)c(I)c1	x	14%	x	13%	x
Clc1ccc2nc(NC3=NCN(CCN4CCOCC4)CN3)nc(-c3ccccc3)c2c1	x	7%	x	-3%	x
COc1ccc(-c2[nH]ncc2CN(Cc2nccn2C)C(C)C)cc1F	x	0%	x	-2%	x
COc1ccc(-c2nnc3sc(-c4ccc(Br)o4)nn23)cc1OC	x	8%	x	-3%	x
O=c1c2c3nc4ccccc4nc3n(-c3cccc(F)c3)c2ncn1Cc1ccc2c(c1)OCO2	x	1%	x	10%	x
Cc1nc(SCc2nnc(-c3ccc(Cl)cc3)o2)c2c3c(sc2n1)CCC3	x	-2%	x	2%	x
CSC1=C(C#N)C(c2ccccc2Cl)C2=C(CCCC2=O)N1 (stereo unspecified)	x	9%	x	0%	x
Cc1ccc(CN2C(=O)/C(=C3\SC(N4CCOCC4)=NC3=O)c3cc(Br)ccc32)cc1	x	13%	x	1%	x
Cc1ccc(-n2nc(C)c(C3C(C#N)=C(N)OC4=C3C(=O)CC(C)(C)C4)c2Cl)cc1 (stereo unspecified)	x	2%	x	4%	x
O=C1NC(=S)N/C1=C/c1ccc(-c2c(Br)cc([N+](=O)[O-])cc2Br)o1	x	44%	5%	4%	x
CCOC(=O)c1cn(-c2ccc(F)c(F)c2)c2c(F)c(F)c(F)c(F)c2c1=O	x	-4%	13%	2%	x
O=C(Cc1ccccc1F)Nc1cc(S(=O)(=O)N2CCOCC2)ccc1N1CCCC1	1.9	x	x	x	x	NTR1 ag cell count 20 µM=59
